# High-throughput results from PubChem.
# PP5 inh – blocks human protein phosphatase 5 activity; purified PP5c, OMFP substrate fluorescence; inhibition, % at 6.7 µM; P53041; 320,000 tested, 0.18% active;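 active = inhibition above the campaign's mean inhibition across all tested compounds plus 3 SD, cut at about 9.5% in these data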;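 also: 0% = DMSO only and 100% = 100 µM cantharidin control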
# AHR act – activates the human aryl hydrocarbon receptor; activation, % at 5 µM; P35869; AHR-responsive luciferase reporter cells, luminescence; 320,000 tested, 2.5% active; in the data active = activation above about 47%;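 also: 0% = vehicle wells and 100% = reference agonist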
# Target sequence (P35869 whole entry, looked up): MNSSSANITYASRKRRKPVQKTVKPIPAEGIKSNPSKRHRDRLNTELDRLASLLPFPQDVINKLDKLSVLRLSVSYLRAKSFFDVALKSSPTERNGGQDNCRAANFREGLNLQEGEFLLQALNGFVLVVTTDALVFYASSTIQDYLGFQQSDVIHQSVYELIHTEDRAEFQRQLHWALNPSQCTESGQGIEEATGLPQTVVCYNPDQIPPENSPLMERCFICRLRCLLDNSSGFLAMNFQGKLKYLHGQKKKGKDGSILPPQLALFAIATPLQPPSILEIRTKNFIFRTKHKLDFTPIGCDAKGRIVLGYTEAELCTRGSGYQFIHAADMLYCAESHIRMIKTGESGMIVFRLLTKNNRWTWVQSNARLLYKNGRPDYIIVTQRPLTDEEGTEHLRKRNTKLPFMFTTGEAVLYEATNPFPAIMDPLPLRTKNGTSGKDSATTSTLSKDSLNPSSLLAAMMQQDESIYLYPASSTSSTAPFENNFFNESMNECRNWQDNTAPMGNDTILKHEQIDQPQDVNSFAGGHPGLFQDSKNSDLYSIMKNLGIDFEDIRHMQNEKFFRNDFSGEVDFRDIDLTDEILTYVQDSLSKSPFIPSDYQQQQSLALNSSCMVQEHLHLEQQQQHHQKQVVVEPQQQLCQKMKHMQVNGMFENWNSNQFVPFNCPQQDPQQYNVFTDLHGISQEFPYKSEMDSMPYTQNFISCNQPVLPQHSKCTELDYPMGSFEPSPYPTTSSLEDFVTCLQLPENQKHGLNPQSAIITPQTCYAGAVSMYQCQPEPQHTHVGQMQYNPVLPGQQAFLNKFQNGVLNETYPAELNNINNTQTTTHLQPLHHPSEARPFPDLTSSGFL
# proCasp7 act – counter-screen for procaspase-3 activators: activators of human procaspase-7 | P55210 | recombinant procaspase-7, Ac-DEVD-pNA absorbance 405 nm; D23A/D198A/D206A triple mutant, cannot self-cleave; scale: DMSO 0, 5 µM enzyme 100 | activation, % at 8.5 µM | 330,000 tested, 0.093% active | AID 463210;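 active = percent activation above the screen-wide mean plus 3 SD, cut at about 25% in these data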
#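 Assay system: Uncleavable procaspase-7 mutant enzyme | Input: 2 µM procaspase-7 mutant as dispensed | Timing: 1 h compound preincubation, 2 h substrate cleavage, 25 °C | Repeats: One well per compound | Control set: DMSO wells as 0%, DMSO with 5 µM added PC-7 as 100% | Technique: Epi-absorbance of released pNA at 405 nm, two timepoints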
# HCV core dimer – blocks dimerization of HCV core protein; inhibition, % at 5 µM; TR-FRET GST/Flag-core106 dimerization, 1536-well; 300,000 tested, 0.33% active;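 active = inhibition above the mean of all tested compounds plus 3 SD, set per screening campaign, cut at about 45% in these data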
#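 Material: Tagged HCV core106 pair (GST and Flag) | Amount: GST-core106 13.5 nM, Flag-core106 17 nM | Medium: KF-containing HEPES buffer, pH 7.45, DTT, CHAPS, BSA | Reagent: Eu donor and XL665 acceptor anti-tag antibodies | Schedule: 4 h at 22.5 °C | Technique: Time-resolved FRET, ex 340 nm, em 617 and 671 nm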
# PAFAH2 inh – PAFAH2 (human) inhibition | recombinant PAFAH2, FP-rhodamine activity probe, fluorescence polarization | inhibition, % at 3.39 µM | 340,000 tested, 0.99% active | AID 492956;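 active = inhibition above the mean over all tested compounds plus 3 SD, cut at about 30% in these data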;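 also: inhibitors block probe labeling of enzyme so polarization drops; 0% = enzyme with DMSO and 100% = wells lacking PAFAH2 protein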
# TPT1 inh – inhibitors of Candida albicans tRNA 2'-phosphotransferase TPT1; 300,000 tested, 0.81% active; inhibition, % at 5 µM; recombinant caTPT1, FP RNA substrate dephosphorylation; AID 1962;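 active = inhibition above the mean of all tested compounds plus 3 SD, set per screening campaign, cut at about 24% in these data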;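 also: plate controls were DMSO alone for no effect and ferristatin control at 100 nM for full effect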
# procasp3 activ – activators of human procaspase-3. P42574. recombinant procaspase-3 D3A, Ac-DEVD-pNA absorbance 405 nm. activation, % at 8.5 µM. 330,000 tested, 0.11% active;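 active = activation above the mean of all tested compounds plus 3 SD, cut at about 21% in these data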;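 also: 0% = DMSO alone and 100% = DMSO wells spiked with extra 5 µM PC-3 D3A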
# Target sequence (P42574 whole entry D9A/D28A/D175A): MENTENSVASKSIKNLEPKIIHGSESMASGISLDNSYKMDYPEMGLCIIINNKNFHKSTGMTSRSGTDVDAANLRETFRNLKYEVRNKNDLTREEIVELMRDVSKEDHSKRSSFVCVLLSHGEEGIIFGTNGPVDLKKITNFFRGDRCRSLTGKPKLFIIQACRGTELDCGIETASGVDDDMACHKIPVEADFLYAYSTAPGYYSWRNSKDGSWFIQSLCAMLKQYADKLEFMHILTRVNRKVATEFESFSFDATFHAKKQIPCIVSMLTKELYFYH
#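 System: Procaspase-3 D3A mutant. Medium: Zinc-free 300 mM NaCl, 50 mM HEPES, 0.01% Triton X-100. Schedule: 1 h preincubation plus 2 h reaction at 25 °C. Measured by: 405 nm absorbance of p-nitroaniline, reads at 0 and 120 min. Read-out: percent activation relative to control range.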
# Fh CTSL1 inh – blocks F. hepatica cathepsin L1 in PFM18AAP counter-screen; recombinant F. hepatica cathepsin L1, Z-Leu-Arg-MCA fluorescence; inhibition, % at 5.96 µM; 300,000 tested, 0.49% active; AID 1906;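 active = inhibition above the mean of all tested compounds plus 3 SD, set per screening campaign, cut at about 17% in these data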;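 also: 0% = plate median of test compound wells and 100% = 1 µM Z-Phe-Ala-diazomethylketone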
# PP1 counter – PP1-alpha (human) inhibition in PP5 counter-screen; inhibition, % at 6.7 µM; purified PP1alpha, OMFP fluorescence; P62136; 320,000 tested, 0.9% active;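 active = inhibition above the mean inhibition of all tested compounds plus 3 SD, computed separately for each screening campaign, cut at about 15% in these data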
# Numbers without * were called inactive; · = no result given. An unsorted share of the library; any-hit rate near 5.6%.
SMILES,PP5 inh,AHR act,proCasp7 act,HCV core dimer,PAFAH2 inh,TPT1 inh,procasp3 activ,Fh CTSL1 inh,PP1 counter
COc1ccc2c(C)c(Cc3ccccc3)c(=O)oc2c1OC,-1.0,9,5,2,1,-3,5,6,-5
CCCN(c1ccccc1C(=O)O)S(=O)(=O)c1ccc2c(c1)n(C)c(=O)n2C,-1.0,1,-2,-12,12,-3,-5,5,2
CCC(C(=O)NCCN1CCN(C)CC1)n1c(C)c2cnn(-c3ccccc3)c(=O)c2c1C (stereo not drawn),-1.2,-3,2,-2,9,-4,0,-3,4
CCOP(=O)(OCC)c1nc(-c2ccccc2)oc1N1CCCCC1,2.5,2,-6,-15,3,-6,-5,-1,-3
CN(c1nc(-c2ccc(Br)cc2)cs1)C1CCS(=O)(=O)C1 (stereo not drawn),1.4,5,-10,3,5,-1,-5,-1,10
COC(=O)c1ccc(C23CC4(C2)[C@H](CN(Cc2cccnc2)[C@@H]4c2ccccc2)C3c2ccccc2)cc1 (stereo partly drawn),2.9,6,2,20,-6,6,6,2,8
CCOC(=O)c1[nH]c2ccc(OC)cc2c1NC(=O)c1cccc(OC)c1,-1.9,7,-4,-3,1,-1,-6,-2,-1
O=C(NNS(=O)(=O)c1ccccc1)c1csc(-c2cccnc2)n1,-2.1,28,4,-1,1,-1,2,-3,-4
COc1ccc(S(=O)(=O)N(C)C[C@H]2Oc3ccc(NC(=O)CCC(F)(F)F)cc3C(=O)N([C@H](C)CO)C[C@@H]2C)cc1,·,-1,1,·,7,·,3,·,·
CS(=O)(=O)c1ccc(Oc2ccc(-c3nnco3)cc2)c([N+](=O)[O-])c1,2.4,3,-12,-5,-5,-4,-1,3,3
C=C(C)Cn1c(N2CCCC2)nc2c1c(=O)[nH]c(=O)n2C,1.6,-2,6,-2,3,1,-10,0,0
O=C(CSc1nc2ccccc2c(=O)[nH]1)Nc1cccc([N+](=O)[O-])c1,3.8,0,1,5,3,1,-4,3,-1
CC(C)(C)C(=O)COC(=O)c1c2c(nc3ccccc13)CCC2,-0.3,3,6,54*,9,0,7,5,-1
O=C(c1ccc(C(=O)N2CCCc3ccccc32)s1)N1CCCc2ccccc21,1.1,-2,-3,16,5,-1,1,3,-2
O=C(CSc1nnc2n1CCCCC2)Nc1ccc(N2CCOCC2)cc1,-0.5,2,8,-3,-1,-2,-4,7,-2
C[C@H](CO)N1C[C@H](C)[C@@H](CN(C)Cc2ccncc2)Oc2c(NC(=O)c3ccncc3)cccc2C1=O,·,0,14,·,7,·,6,·,·
COC(=O)c1c(NC(=O)CN2CCN(C(=O)c3ccco3)CC2)c2c(C)cccc2n1C,-1.0,25,8,0,1,1,-6,1,-2
Cc1cccc(NC(=O)COC(=O)C2C3CC4OC(=O)C2C4C3)c1C (stereo not drawn),2.7,1,-2,-15,7,-1,5,4,5
N#Cc1ccc(CN2CCN(C(=O)c3cc(Cl)c4c(c3)OCCO4)CC2)cc1,-0.7,-1,3,·,-1,·,9,·,-1
NC(=O)c1ccc(NC(=O)COC(=O)C2CCN(S(=O)(=O)c3cccs3)CC2)cc1,·,-1,3,·,9,·,2,·,·
Cc1cc(C)c(-c2cc(NC(=O)COC(=O)c3ccc(CO)cc3)n(-c3ccccc3)n2)cc1C,3.1,2,14,4,32*,-4,-3,-2,-2
COc1ccc(CN(CCC#N)CCC2(c3ccccc3)CC(C)N(C)CC2C)cc1OC (stereo not drawn),-2.0,4,5,0,-1,2,-9,2,-6
CCCCc1nc(Cl)c(C#N)c2c1CCCC2,2.9,2,3,-2,3,-1,9,0,-3
Cc1ccc(Cn2c(=O)c3cccnc3n(CC(=O)Nc3cccc(C(F)(F)F)c3)c2=O)cc1,6.5,-1,42*,10,-19,-1,1,1,8
O=C(Nc1ccncc1)C1CC(=O)N(c2ccc(F)cc2)C1 (stereo not drawn),1.4,-1,7,5,-24,-2,2,-1,1
COc1ccc(CCN2CC(C(=O)NCc3cnn(C(C)C)c3)CCC2=O)cc1 (stereo not drawn),4.3,-1,2,2,2,0,-3,0,1
CCOc1ccc(CN(C)c2nc(-c3cccnc3)nc3ccccc23)cc1OC,0.8,11,8,-1,12,-2,-12,4,3
Cn1cc(C(=O)N/N=C/C2=C(N3CCOCC3)C(=C\c3ccccc3)/CC2)ccc1=O,-1.6,2,1,-5,1,10,-7,2,4
CCOC(=O)N1C(=O)c2cc(OC)ccc2S1(=O)=O,1.6,0,-4,-3,4,-1,1,-1,-1
CCCc1ccc(OCC(O)CN2CCc3ccccc3C2)cc1 (stereo not drawn),2.7,1,-20,-6,-7,1,0,-2,1
S=c1[nH]cc(-c2ccc(Cl)cc2)n1-c1ccccc1,0.9,6,-12,-8,-3,0,-10,2,0
CCCS(=O)(=O)c1nc(S(=O)(=O)c2ccc(C)cc2)c(N2CCc3ccccc3C2)s1,3.6,4,1,-2,0,-5,-3,-3,7
Cc1cccc(S(=O)(=O)N2CCN(Cc3ccc4c(c3)OCO4)CC2)c1,-0.9,16,-5,-1,-11,-2,12,0,0
Cc1cc(C2C(=O)C(C(=O)c3ccc(Cl)cc3)C(=O)CC2(C)C)on1 (stereo not drawn),-2.1,2,1,-8,-2,4,0,3,1
CC(C)OC(=O)Nc1ccc2c(c1)N(C(=O)N1CCN(C)CC1)c1ccccc1CC2,1.3,1,16,0,1,-3,-11,-4,2
NC(=O)c1ccccc1NC(=O)/C=C/c1cccc(Cl)c1,-0.5,7,4,0,-9,-2,0,4,4
COc1ccc(C(=O)Nc2ccc(N3CCN(C(C)=O)CC3)cc2)cc1[N+](=O)[O-],1.5,1,5,-2,·,-4,0,2,1
Cc1occc1-c1nnc(SCC(=O)Nc2ccccc2)n1CCc1ccccc1,0.4,0,-7,-1,10,-3,2,-1,-7
COc1cc(/C=C(\NC(=O)c2ccccc2)C(=O)NCCO)c([N+](=O)[O-])cc1OC,-1.2,19,-18,3,6,1,-7,0,-2
O=C(CN1C(=O)/C(=C/c2cccc(Cl)c2)SC1=S)NC1C=CS(=O)(=O)C1 (stereo not drawn),0.5,2,-25,0,8,-4,-6,1,2
Cc1ccc(NC(=O)Cn2cc(S(=O)(=O)c3ccc(F)cc3)c(=O)c3cc(F)ccc32)cc1,0.1,2,-3,9,-10,1,1,2,-2
Cc1ccc(C(=O)N2CCCC(N3CCN(c4ccccc4C)CC3)C2)c(=O)[nH]1 (stereo not drawn),2.4,1,-2,-3,3,-1,4,0,-3
CCOc1ccc(CCN2C(=O)c3cccnc3C2=O)cc1OCC,4.0,3,-2,-2,-6,0,7,-2,-2
O=C(COc1ccc2c3c(c(=O)oc2c1)CCCC3)N1CCN(c2ccccc2)CC1,1.2,1,-3,3,1,-3,0,2,0
Cc1ccccc1C(=O)NCCCNC(=O)c1ccccn1,2.9,2,-9,2,2,0,-1,0,0
NS(=O)(=O)c1ccc(CCNCc2ccccc2OCc2ccc(F)cc2)cc1,2.2,3,-3,-5,-2,-2,2,-3,-2
CC1(C)CC(=O)C(N=Nc2ccc(S(=O)(=O)N3CCCCCC3)cc2)=C(O)C1,-0.6,1,0,3,4,-3,-2,2,-1
O=C(Cc1ccccc1)Nc1cccc(S(=O)(=O)N2CCCCCC2)c1,2.8,-1,6,·,0,·,3,·,1
CCn1nccc1C(=O)Nc1ccc(Cl)cn1,-0.7,5,4,1,-2,-3,1,-3,-1
COc1ccc(OC)c(C2=NOC(C(=O)Nc3cc(C)on3)C2)c1 (stereo not drawn),-0.9,1,0,-1,3,2,-4,-2,0
Cc1cc(C)n(-c2nc(O)cc(=O)[nH]2)n1,2.0,1,6,-5,-5,-5,13,-3,0
Cn1c(=O)cc(SCC(=O)NCCC2=CCCCC2)c2ccccc21,2.9,-7,9,8,3,0,2,1,-1
NNC(=O)c1cc(O)c(O)c(O)c1,2.5,7,-32,-3,2,-4,-28,-2,-2
CCN1CCN(CCNC(=O)CSCc2nc(-c3ccc(OC)c(OC)c3)oc2C)CC1,0.3,2,10,-4,-1,-1,-1,5,-2
C[C@H](NC(=O)c1ccco1)C(=O)Nc1cc(S(=O)(=O)N2CCCC2)ccc1OCC(F)(F)F,·,2,0,·,-2,·,-1,·,·
CCOC(=O)N1CCN(c2nc3ccc(C(=O)c4ccccc4)cc3n3cnnc23)CC1,0.6,-1,1,17,0,-1,6,2,-2
Cn1c(=O)c2c(nc(-c3ccccc3)n2C)n(Cc2ccccc2)c1=O,0.3,1,2,3,1,-2,-8,1,-4
Cc1ccc(CNC(=O)CCNS(=O)(=O)c2cccc3nsnc23)cc1,-0.6,1,13,13,-3,-1,5,-4,-2
COc1ccc2c(c1)C(C)CC(C)(C)N2C(=O)CSc1ncn[nH]1 (stereo not drawn),2.2,1,4,-2,-6,-4,3,-3,0
COCCNC(=O)c1cccc(OC2CCN(Cc3ccccc3C)CC2)c1,0.3,0,7,-5,3,-4,1,3,3

# Next structures:
SMILES,PP5 inh,AHR act,proCasp7 act,HCV core dimer,PAFAH2 inh,TPT1 inh,procasp3 activ,Fh CTSL1 inh,PP1 counter
O=C(Nc1cccc(C(=O)O)c1)Nc1ccccc1Cl,-2.1,-11,4,-1,9,-1,1,-1,-5
O=C(NS(=O)(=O)Oc1cccc(Cl)c1Cl)OC[C@@H]1CCCN2CCCCC12 (stereo partly drawn),-0.9,1,4,1,6,1,1,-6,6
COc1ccc(OC)c(N(CC(=O)N2CCC(C)CC2)S(=O)(=O)c2ccccc2)c1,0.5,-1,-2,0,-2,1,8,-4,-4
Oc1ccc(C[C@H]2CNCCN2CCC23CC4CC(CC(C4)C2)C3)cc1,0.4,0,9,-18,-5,-3,-5,0,0
CCS(=O)(=O)N1CCC(C(=O)Nc2cc([N+](=O)[O-])ccc2C)CC1,2.2,1,-1,-1,6,1,7,2,-4
CC(=O)Nc1ccc(S(=O)(=O)n2cnc(C)c2)cc1,3.2,3,5,5,-1,8,6,-3,-2
CC(CCc1ccccc1)NC(=O)CN1C(=O)NC2(CCCCC2C)C1=O (stereo not drawn),1.4,-1,-1,·,-5,·,5,·,3
CCN(C(=O)c1cn(C)c(=O)c2cc(OC)c(OC)cc12)c1ccccc1C,0.0,3,13,0,-2,-3,6,1,2

# One compound at a time, as listed above. Order of values: PP5 inh, AHR act, proCasp7 act, HCV core dimer, PAFAH2 inh, TPT1 inh, procasp3 activ, Fh CTSL1 inh, PP1 counter
# Shown for CC(=O)Nc1ccc(S(=O)(=O)n2cnc(C)c2)cc1 : 3.2, 3, 5, 5, -1, 8, 6, -3, -2
# Shown for COc1ccc(OC)c(N(CC(=O)N2CCC(C)CC2)S(=O)(=O)c2ccccc2)c1 : 0.5, -1, -2, 0, -2, 1, 8, -4, -4
# Shown for CCS(=O)(=O)N1CCC(C(=O)Nc2cc([N+](=O)[O-])ccc2C)CC1 : 2.2, 1, -1, -1, 6, 1, 7, 2, -4
# Shown for O=C(NS(=O)(=O)Oc1cccc(Cl)c1Cl)OC[C@@H]1CCCN2CCCCC12 (stereo partly drawn) : -0.9, 1, 4, 1, 6, 1, 1, -6, 6
# Shown for O=C(Nc1cccc(C(=O)O)c1)Nc1ccccc1Cl : -2.1, -11, 4, -1, 9, -1, 1, -1, -5
